Source: PubChem
GAA glycogen – alters human alpha-glucosidase cleavage of glycogen; Potency, µM (series often up to 76.4 µM), without a hit: top-dose activity change, negative = inhibition, usual class: inhibitors; 0.38% of 300,000 active; AID 2100; recombinant GAA, glycogen substrate, Amplex Red glucose oxidase fluorescence; P10253;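 further: 0% = full enzyme reaction and -100% = no-enzyme basal signal; the screen sought inhibitors and activators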
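Recombinant enzyme (4 nM final) with compounds titrated up to 77 uM and bovine liver glycogen (30 ug) in citrate pH 5.0, 0.01% Tween-20, 37 C 40 min. Released glucose detected by Amplex Red/glucose oxidase (Ex 573/Em 610); AC50 from Hill fits.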
L3MBTL1 block – inhibitors of human L3MBTL1. Q9Y468. AlphaScreen L3MBTL1–H3K9me1 peptide binding. Potency, µM (top dose mostly 57.1 µM), inactives show at the top dose activity, negative = inhibition, usual class: inhibitors. 0.66% of 230,000 active. AID 485360; further: nearly all actives have a fitted effect of over 60% in size
Target sequence (Q9Y468 whole entry, looked up): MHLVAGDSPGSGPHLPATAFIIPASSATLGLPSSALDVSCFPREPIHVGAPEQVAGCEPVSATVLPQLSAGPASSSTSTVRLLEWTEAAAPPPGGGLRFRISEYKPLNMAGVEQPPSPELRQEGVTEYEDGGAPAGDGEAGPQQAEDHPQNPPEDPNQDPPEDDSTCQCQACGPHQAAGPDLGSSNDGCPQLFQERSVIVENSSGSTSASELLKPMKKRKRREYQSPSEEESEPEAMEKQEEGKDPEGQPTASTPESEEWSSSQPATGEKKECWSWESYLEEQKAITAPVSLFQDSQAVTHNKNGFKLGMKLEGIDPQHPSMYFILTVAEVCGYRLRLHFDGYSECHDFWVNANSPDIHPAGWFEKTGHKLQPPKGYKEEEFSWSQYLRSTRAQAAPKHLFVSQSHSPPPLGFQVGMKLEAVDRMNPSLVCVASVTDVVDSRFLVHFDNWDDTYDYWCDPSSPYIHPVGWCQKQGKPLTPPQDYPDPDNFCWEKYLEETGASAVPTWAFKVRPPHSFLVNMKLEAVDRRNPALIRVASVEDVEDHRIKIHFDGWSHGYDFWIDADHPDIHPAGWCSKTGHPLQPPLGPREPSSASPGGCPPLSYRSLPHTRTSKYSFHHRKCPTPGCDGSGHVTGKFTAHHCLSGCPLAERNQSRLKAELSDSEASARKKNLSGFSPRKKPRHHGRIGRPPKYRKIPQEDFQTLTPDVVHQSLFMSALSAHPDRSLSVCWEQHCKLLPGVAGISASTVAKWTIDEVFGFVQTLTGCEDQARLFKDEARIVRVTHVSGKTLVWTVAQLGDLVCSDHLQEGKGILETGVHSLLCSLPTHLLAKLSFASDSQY
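AlphaScreen assay: L3MBTL1 (50 nM final) was preincubated 30 min at room temperature with biotinylated H3(1-15)K9me1 peptide (75 nM final), then 30 min with library compounds; streptavidin donor and nickel chelate acceptor beads (10 ug/mL final) added, 30 min dark.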
An asterisk follows results filed as active; ? = inconclusive; [ ] = dose if it differs, or a comment. The call rests on the fitted dose curve; in most records, active means well fitted curve in the direction sought with a large enough effect; inconclusive means small, poorly fitted or top-dose-only effect, or another doubt; inactive means no such curve, though single readings can be large; an effect the other way counts as inactive or inconclusive. Unless noted, on the % scale 0 is the no-effect control and ±100 the full control effect; potency means the concentration at half of the fitted maximal effect. This is a subset (hit frequency here may not be typical).

SMILES	GAA glycogen	L3MBTL1 block
CCOC(=O)N1CCN(CC(=O)Nc2nc3ccccc3s2)CC1	10.2%[76.3 µM]	-4.2%
COc1ccc(C2=NS(=O)(=O)N(C)C(C(=O)NCc3ccco3)=C2)cc1OC	2.0%[76.3 µM]	0.6%
CCOc1cccc(CN2CCN(CCCc3ccccc3)C(CCO)C2)c1O (stereo unspecified)	6.7%[76.3 µM]	-4.0%
Cc1ccc(C)c(NC(=O)c2cc3ccccc3o2)c1	-5.6%[76.3 µM]	-2.7%
Cc1ccc2c(c1)N(C(=O)CCC(=O)NCCCN(C)Cc1ccccc1)CCO2	26.0%[76.3 µM]	5.3%
N#Cc1ccccc1NC(=O)c1ccc2c(c1)OCO2	14.1%[76.3 µM]	4.2%
Oc1ccc(Br)cc1CNc1cnc2ccccc2c1	6.0%[76.3 µM]	3.2%
CC1CN(CCOc2ccc(Cl)c(Cl)c2)CC(C)O1 (stereo unspecified)	-3.7%[76.3 µM]	-1.1%
CCC(=O)Nc1ccc(S(=O)(=O)N2CCc3ccccc32)cc1	5.2%[76.3 µM]	2.6%
CCOC(=O)CCNC(=O)N1CCCC(Cc2ccccc2)(C(=O)OCC)C1 (stereo unspecified)	-0.8%[76.3 µM]	-1.8%
CCN1C(=O)[C@H]2[C@@H](c3ccc(C)cc3)N3C(=O)N(c4ccc(C(F)(F)F)cc4)C(=O)[C@@]3(CC)[C@H]2C1=O	11.4%[76.3 µM]	11.7%
CC(C)c1ccc(NC(=O)C2CCCN(S(=O)(=O)c3ccc4c(c3)C(C)(C)C(=O)N4C)C2)cc1 (stereo unspecified)	11.1%[76.3 µM]	-4.5%
COc1cccc(C2Nc3ccccc3NC3=C2C(=O)CC(C)(C)C3)c1 (stereo unspecified)	-10.3%[76.3 µM]	2.4%
COc1ccccc1N1C(=O)c2cccc3c(N(C)CCO)ccc(c23)C1=O	3.0%[76.3 µM]	-3.2%
COc1cc(-c2ccc3c(=O)c4ccccc4n(C)c3c2)cc(OC)c1OC	-3.2%[76.3 µM]	39.3%[activator]

Shown as labelled records: 2 of the compounds above
CCOC(=O)N1CCN(CC(=O)Nc2nc3ccccc3s2)CC1
  GAA glycogen = 10.2%[76.3 µM]; L3MBTL1 block = -4.2%
COc1ccc(C2=NS(=O)(=O)N(C)C(C(=O)NCc3ccco3)=C2)cc1OC
  GAA glycogen = 2.0%[76.3 µM]; L3MBTL1 block = 0.6%

Sorted by formula weight (rising): part of the list above.
SMILES	GAA glycogen	L3MBTL1 block
COc1cccc(C2Nc3ccccc3NC3=C2C(=O)CC(C)(C)C3)c1 (stereo unspecified)	-10.3%[76.3 µM]	2.4%
COc1ccccc1N1C(=O)c2cccc3c(N(C)CCO)ccc(c23)C1=O	3.0%[76.3 µM]	-3.2%
CCOc1cccc(CN2CCN(CCCc3ccccc3)C(CCO)C2)c1O (stereo unspecified)	6.7%[76.3 µM]	-4.0%
Cc1ccc2c(c1)N(C(=O)CCC(=O)NCCCN(C)Cc1ccccc1)CCO2	26.0%[76.3 µM]	5.3%
CC(C)c1ccc(NC(=O)C2CCCN(S(=O)(=O)c3ccc4c(c3)C(C)(C)C(=O)N4C)C2)cc1 (stereo unspecified)	11.1%[76.3 µM]	-4.5%
CCN1C(=O)[C@H]2[C@@H](c3ccc(C)cc3)N3C(=O)N(c4ccc(C(F)(F)F)cc4)C(=O)[C@@]3(CC)[C@H]2C1=O	11.4%[76.3 µM]	11.7%

(listing goes on)
SMILES	GAA glycogen	L3MBTL1 block
COCCNS(=O)(=O)c1ccc(OCC(=O)N2CCc3ccccc3C2)c(Cl)c1	4.7%[76.3 µM]	-3.9%
COc1ccc(COC(=O)C2=C(C)NC(=O)NC2c2ccccc2OC(C)C)cc1 (stereo unspecified)	0.2%[76.3 µM]	-3.8%[2.29 µM]
Cc1ccc(C)n1-c1nnc(N2CCC(C(=O)N3CCN(C)CC3)CC2)s1	1.6%[76.3 µM]	-0.4%
O=C(NN=C1CCCC1)c1ccc(O)cc1	-12.7%[76.3 µM]	-3.6%
Cc1cc(OC(C)C(=O)Nc2ccncc2)ccc1Cl (stereo unspecified)	-9.0%[76.3 µM]	1.0%
CN(CCOc1ccc(F)cc1)Cc1ccccc1	4.8%[76.3 µM]	-1.8%
Cc1ccc(OCC(=O)Nc2cc(NC(=O)COc3ccc(C)c(C)c3)cc(C(=O)O)c2)cc1C	-7.3%[76.3 µM]	-0.9%
O=[N+]([O-])c1ccc(CN2CCCCCC2)cc1	-4.9%[76.3 µM]	-1.8%
COCCCNC(=S)N1CCN(c2nc(C)nc3sc4c(c23)CCCC4)CC1	8.4%[76.3 µM]	-6.0%
C=CCNC(=O)c1c(O)c2cccc3c2n(c1=O)CCC3	17.9%[76.3 µM]	5.2%[2.29 µM]
CC(=O)c1cn(CC(=O)Nc2ccccc2F)c2ccccc12	9.6%[76.3 µM]	7.2%
Cc1ccc(C)c(N2CCN(S(=O)(=O)c3cc4c(cc3C)NC(=O)CO4)CC2)c1	-4.5%[76.3 µM]	4.5%
COc1cc(CN2CCCC(N3CCc4ccccc4C3)C2)c(Cl)cc1O (stereo unspecified)	-3.1%[76.3 µM]	-4.2%
CC(=O)N1N=C(c2ccccc2O)CC1c1cccs1 (stereo unspecified)	-14.5%[15.3 µM]	6.3%
COc1cccc(-n2nnnc2SCC(=O)Nc2ccccc2OC)c1	3.6%[76.3 µM]	3.0%
COc1cccc(CNC(=O)C2CCN(c3nnc(N4CCCC4=O)s3)CC2)c1	3.2%[76.3 µM]	1.2%
CCCS(=O)(=O)c1c(S(=O)(=O)CCC)c2ccc(C(N)=O)cn2c1C(=O)c1ccccc1	11.9%[76.3 µM]	-2.2%
C=CCn1c(=O)c(C(=O)Nc2ccccc2C)c(O)c2ccccc21	17.7%[76.3 µM]	16.4%
Cc1ccccc1NC(=O)Cn1c(=O)oc2ccccc21	0.8%[76.3 µM]	-1.5%
CCOc1ccc(CNC(=O)C2CCN(C(=O)N3CC(C)Oc4ccccc43)CC2)cc1 (stereo unspecified)	10.9%[76.3 µM]	2.8%
COc1ccc(Cl)cc1C(=O)NCCCn1ccnc1	8.1%[76.3 µM]	-1.6%
COc1ccc(CNC(=S)Nc2ccccc2)cc1	2.4%[76.3 µM]	-4.4%
O=C(NCCCO)/C(=C\c1ccco1)NC(=O)c1ccco1	-0.2%[76.3 µM]	-6.8%
CC(CN1CCCCC1)OC(=O)COc1ccc(Cl)cc1 (stereo unspecified)	11.5%[76.3 µM]	5.5%
Oc1ccc2ccccc2c1C=Nc1ccccc1Br	4.9%[76.3 µM]	-4.3%
COc1cc(CN2CCN(c3ncccn3)CC2)cc(OC)c1	2.4%[76.3 µM]	6.5%
Cc1cc(N/N=C/c2ccc(O)cc2)c2cccc(C)c2n1	4.7%[76.3 µM]	-3.8%
Fc1ccc(NC(=S)NCc2ccccc2)cc1	-10.5%[76.3 µM]	-4.6%
COc1ccc(N(CC(=O)Nc2ccccc2OC)S(=O)(=O)c2ccc(OC)c(OC)c2)cc1	11.3%[76.3 µM]	-3.9%
CCc1ccc(Nc2n[n+](C)c(-c3ccncc3)s2)cc1	-3.2%[76.3 µM]	-7.8%

Two records drawn at random from the list so far:
SMILES	GAA glycogen	L3MBTL1 block
COc1cc(CN2CCN(c3ncccn3)CC2)cc(OC)c1	2.4%[76.3 µM]	6.5%
CCOc1ccc(CNC(=O)C2CCN(C(=O)N3CC(C)Oc4ccccc43)CC2)cc1 (stereo unspecified)	10.9%[76.3 µM]	2.8%

Further entries.
SMILES	GAA glycogen	L3MBTL1 block
Cc1ccccc1C(=O)O/N=C(\N)c1ccc([N+](=O)[O-])cc1	16.9%[76.3 µM]	-6.2%[2.29 µM]
O=C(CN1C(=O)c2cccnc2Oc2ccc(Cl)cc21)Nc1ccccc1F	12.9%[76.3 µM]	2.9%
N#CCNC(=O)C1c2ccccc2Oc2ccccc21	11.5%[76.3 µM]	0.6%
COc1ccc(C)cc1Nc1n[n+](-c2ccccc2)c(-c2ccc(N(C)C)cc2)s1	-11.2%[76.3 µM]	-0.1%
O=C(C#Cc1ccccc1)Nc1ccccc1F	-0.4%[76.3 µM]	9.6%
O=[N+]([O-])c1cccc(/C=N/Nc2ncc(Br)cn2)c1	-2.3%[76.3 µM]	-1.6%[2.29 µM]
CCOc1ccccc1NC(=O)CN1CCc2ccccc2C1	-4.3%[76.3 µM]	-2.1%
CN1C(=O)[C@H]2[C@@H](C3CC3)N3C(=O)CN(Cc4ccccc4)C(=O)[C@@]3(C)[C@H]2C1=O	20.3%[76.3 µM]	1.8%
COc1ccc(NC(=O)C2=CC(c3ccc(C)cc3)=NS(=O)(=O)N2C)cc1OC	-11.2%[76.3 µM]	-8.1%
CCOC(=O)CSc1nnc(COc2ccc3ccccc3c2)o1	10.0%[76.3 µM]	18.8%
Cc1ccc(OCC(O)CN2CCCC2)cc1 (stereo unspecified)	5.6%[76.3 µM]	4.8%
COc1cccc(/C=C2/C(=O)NN(c3ccc(C)c(C)c3)C2=O)c1	31.6µM*	-3.6%
Cc1ccccc1OCC(=O)Nc1ccncc1	-15.1%[76.3 µM]	-5.1%
O=C(Oc1ccc(C(=S)N2CCOCC2)cc1)c1ccc([N+](=O)[O-])cc1	0.3%[76.3 µM]	0.4%[2.29 µM]
O=c1[nH]c2ccccc2nc1NCc1ccccc1	-2.7%[76.3 µM]	7.0%
CC1CC(C)CN(CC(O)COCc2ccccc2)C1 (stereo unspecified)	-4.0%[76.3 µM]	3.7%
COc1ccc(C2C(C#N)=C(N)Oc3cc(O)ccc32)cc1Cl (stereo unspecified)	-3.3%[76.3 µM]	-1.8%
CC(C)C[C@@H](CN=[N+]=[N-])N1CCN(C)CCC1=O	9.7%[76.3 µM]	-3.6%
COc1ccc(C(=O)Oc2c(OC)cc(C(=S)N3CCOCC3)cc2OC)cc1	-12.9%[76.3 µM]	-3.6%
COc1cc(/C=C2\C(=N)N3N=C(C)SC3=NC2=O)cc(OC)c1OCCOc1ccccc1C	-9.1%[76.3 µM]	0.2%[2.29 µM]
COc1cccc(C(NC(C)=O)c2ccc3cccnc3c2O)c1 (stereo unspecified)	-6.0%[76.3 µM]	?
C/C(=C\C(=O)c1ccccc1)NNC(=O)c1ccc(Cl)cc1	?	-3.0%[2.29 µM]
CCCCOc1ccc(C(=O)Nc2ccc(CN3CCOCC3)cc2)cc1	-7.2%[76.3 µM]	3.1%
Cc1cccc(OCc2nnc(SC(C)C(=O)O)n2-c2ccccc2)c1 (stereo unspecified)	-12.9%[76.3 µM]	5.9%[2.29 µM]
CC(O)c1nc2cc([N+](=O)[O-])ccc2n1Cc1ccccc1 (stereo unspecified)	-7.2%[76.3 µM]	3.0%
Cn1c(SCC(=O)Nc2ccccc2)nc2ccccc2c1=O	0.4%[76.3 µM]	0.1%
COC(=O)c1ccc(Cn2cnc3cnccc32)cc1	-7.2%[76.3 µM]	0.2%[2.29 µM]
Cc1cc(C)c2c(n1)SCC(=O)N2CC(=O)Nc1ccc(F)cc1	23.0%[76.3 µM]	2.8%
O=C(O)C1C2C=CC(C2)C1C(=O)NCc1ccccc1F (stereo unspecified)	-6.4%[76.3 µM]	2.4%
COc1ccccc1N=C1NC(=O)/C(=C/c2ccc(N(C)C)cc2)S1	13.8%[76.3 µM]	?
COc1ccc(OC)c(C(=O)NC(CC(N)=O)c2ccc(NCC3CC3)c([N+](=O)[O-])c2)c1 (stereo unspecified)	18.6%[76.3 µM]	-3.3%
CC(C)C(NS(=O)(=O)c1ccccc1)C(=O)N1CCCC1 (stereo unspecified)	-0.6%[76.3 µM]	4.4%
